Bioassay records as filed in PubChem.
GlmU inhibition – inhibition of mycobacterial GlmU enzyme – biochemical, glucosamine-1-phosphate acetyltransferase (AID 1376). M. tuberculosis GlmU acetyltransferase enzyme assay; higher % means a stronger effect. inhibition, %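 (tested at 30 µM in the primary screen)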; hits with a dose series show IC50 in µM. 0.25% of 220,000 active; in the data active = inhibition above about 13%;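 note: 0% = complete reaction with vehicle and 100% = reaction without substrate; strong numbers were not always called active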
RmlCD inh 1536 – M. tuberculosis RmlC/RmlD inhibition; RmlC+RmlD coupled enzyme assay, percent inhibition; primary screen in compound mixtures; inhibition, % at 3.6 µM; AID 1533; 0.03% of 160,000 active; in the data active = inhibition mostly above about 34%, no sharp cut-off; note: some results filed as inactive read as strong as hits
Target sequence (P9WH09 whole entry, looked up): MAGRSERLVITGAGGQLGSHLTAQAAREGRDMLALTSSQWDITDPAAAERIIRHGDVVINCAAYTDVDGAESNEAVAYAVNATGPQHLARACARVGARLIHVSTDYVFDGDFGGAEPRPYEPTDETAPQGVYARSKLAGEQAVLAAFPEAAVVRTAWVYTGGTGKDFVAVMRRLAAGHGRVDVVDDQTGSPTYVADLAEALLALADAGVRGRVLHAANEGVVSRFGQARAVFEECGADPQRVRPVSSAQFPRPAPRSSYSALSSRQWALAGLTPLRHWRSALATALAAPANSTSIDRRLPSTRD
Target sequence (P9WH11 whole entry, looked up): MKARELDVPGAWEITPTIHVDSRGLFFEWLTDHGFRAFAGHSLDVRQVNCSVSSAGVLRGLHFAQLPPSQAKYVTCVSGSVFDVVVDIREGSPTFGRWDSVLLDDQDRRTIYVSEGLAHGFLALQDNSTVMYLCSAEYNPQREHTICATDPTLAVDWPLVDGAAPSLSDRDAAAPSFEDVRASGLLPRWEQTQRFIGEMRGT
* = called active by the depositor; . = no result given.

SMILES	GlmU inhibition	RmlCD inh 1536
NC(=O)Cc1c[nH]c2cccc(O)c12	1.6%	.
Cc1ccc(/C=C/C(=O)NCc2cccs2)c(C)c1	1.9%	-12.8
COc1ccc(C(=O)N/C(=C\c2ccco2)C(=O)OCc2ccco2)cc1	5.7%	-0.9
Cc1ccc(C)n1-c1ccc(C(=O)NN)cc1	-0.4%	18.0
Cc1cc(C)cc(-n2c(C)cc(/C=N/NC(=O)c3ccncc3)c2C)c1	0.7%	8.8
Cc1ccc(C(=O)Nc2ccc(CC(=O)O)cc2)o1	0.7%	.
O=C(O)Cc1ccc(NC(=O)c2cnccn2)cc1	1.0%	-6.8
CCNc1nc2[nH]c(=O)c3c(c2s1)OC(N)=C(C#N)C3c1cccs1 (stereo not drawn)	.	10.1
CCOC(=O)N1CCN(CC(O)COCC2=CCC3CC2C3(C)C)CC1 (stereo not drawn)	2.0%	85.3
Cc1ccc2c(c1)N(CC(=O)N1CCc3ccccc3C1)C(=O)CO2	2.7%	6.1
O=C(NC(NC(=S)Nc1cccc(Cl)c1)C(Cl)(Cl)Cl)OCc1ccccc1 (stereo not drawn)	-2.1%	4.7
O=C(NCc1ccc(F)cc1F)c1cc(COc2c(F)cccc2F)on1	-0.8%	1.2
O=C1C2CC=C(Cl)CC2C(=O)N1CCc1ccccc1 (stereo not drawn)	3.1%	6.7
Cc1ccc(OCC(=O)N2CCN(C)CC2)c(Br)c1	-3.3%	1.3
O=C(O)C1CCN(C(=O)c2cc(F)cc3c2OCOC3)CC1	-3.4%	2.4
Cc1cc(-c2nnc(SCC(=O)Nc3nccs3)o2)no1	-1.4%	-5.1
O=C(CN1CCN(Cc2cccc(Cl)c2)C1=O)NCc1ccccn1	-2.8%	.
c1coc(CNc2c3c(nc4ncnn24)CCCC3)c1	-3.1%	106.4
CCCC(NC(=O)CNC(=O)C(C)(C)C)C(=O)O (stereo not drawn)	-1.5%	.
COC(=O)Cc1c(C)nc2nc(-c3ccc(OC)cc3)[nH]n2c1=O	0.3%	-5.8
CC(C)=CC(=O)OCC(=O)Nc1ccc(F)cc1Cl	8.9%	6.6
COCCn1c(SCC(=O)Nc2sccc2C(N)=O)nnc1-c1ccncc1	7.1%	-7.4
O=C(O)C1CCN(c2ccc([N+](=O)[O-])cc2[N+](=O)[O-])CC1	6.9%	7.1
O=C(NCCOc1ccc(F)cc1)c1ccccc1SCc1ccccc1	1.0%	-9.2
CCCCNCC#CCOc1cc(C)ccc1C(C)C	-1.6%	-3.9
Cc1[nH]c(=O)cc2ccccc12	-3.2%	.
COC(=O)CCCC1=CC2=C(c3ccccc3)C(=O)C(C)(OC(=O)C3CCCC3)C(=O)C2=CN1CC1CC1 (stereo not drawn)	0.3%	2.6
CCOC(=O)C1CCCN(Cc2nc(Cc3ccccc3Cl)no2)C1 (stereo not drawn)	0.7%	-7.9
CCNCc1ccccc1OCc1ccccc1	5.8%	0.8
COc1ccc(OC)c(/C=C/C(=O)OCC(=O)Nc2cccc(C(C)=O)c2)c1	6.7%	4.6
C=CCN1C(=O)C(Cc2ccc(F)cc2)S/C1=N/N=C/c1ccco1 (stereo not drawn)	1.2%	3.0
Cn1c(SCC(=O)N2CCCC2)nc2cccnc21	-7.1%	18.9
CCCN1CCCc2cc(CN(CCCN3CCOCC3)C(=O)Nc3ccc(OCC)cc3)ccc21	-9.2%	-16.0
Cc1ccc(NC(=O)C2CCCCC2C(=O)O)cc1C (stereo not drawn)	0.4%	-9.8
O=C(CC1NCCNC1=O)Nc1cccc([N+](=O)[O-])c1 (stereo not drawn)	-3.4%	-9.3
Cc1ccc(N2C(=O)CC(N3CCc4ccccc43)C2=O)cc1Cl (stereo not drawn)	0.6%	2.0
CCOC(=O)C1=C(N)N2C(=O)C(C)SC2=C(C(=O)OCC)C1c1ccccc1 (stereo not drawn)	-0.2%	-6.0
Nc1nnc(CSCc2ccc(F)cc2)s1	-2.4%	-4.0
CCc1ccccc1NC1=NCC(=O)N1C1CCCC1	3.0%	1.4
Cc1cc(C(=O)OCC(=O)N2CCCC2)c2ccccc2n1	1.1%	-6.5
CCSc1nnc2ccc(-c3cccs3)nn12	0.7%	-9.3
COC(=O)C1CCN(C(=O)c2sc3nc(-c4ccccc4)cn3c2C)CC1	5.0%	20.1
Cc1ccc(OCCCCN2CCCCC2)c(Br)c1	-5.8%	-4.6
CC(C)c1ccc(/C=N/NC(=O)c2c(Cl)cnn2C)cc1	3.5%	7.3
CCCC(=O)Nc1nc2nc(C)cc(=O)n2[nH]1	.	9.9
Cc1ccc(NC(=S)NNC(C)(C)C)cc1	15.2%	13.2
CC1CN(Cc2ccccc2)c2nc3c(c(=O)n(C)c(=O)n3C)n2C1 (stereo not drawn)	-4.3%	16.6
COc1ccc(N=Nc2c(O)[nH]c(=S)[nH]c2=O)cc1	4.1%	3.7
Cc1cnc(NC(=O)C2CCCO2)s1 (stereo not drawn)	1.5%	.
CC(C)COP(=O)(OCC(C)C)C(O)c1ccc(N(C)C)cc1 (stereo not drawn)	9.7%	-2.3
Cc1cc(-c2nc(C)c(C(=O)NNS(=O)(=O)c3ccccc3)s2)no1	-4.7%	-10.6
Cc1noc(C)c1C(=O)N1CCCC(C(=O)c2ccc(Cl)cc2)C1 (stereo not drawn)	6.1%	-0.2
O=C(Nc1nc(-c2ccco2)c(-c2ccco2)s1)C1CCC1	4.3%	-9.8
CN(C)c1cccc(C(=O)OCC(=O)NCc2ccco2)c1	9.5%	-1.4
OC(CNCCC(c1ccccc1)c1ccccc1)COc1ccccc1 (stereo not drawn)	-8.0%	4.8
O=C(c1sc2cc(F)ccc2c1Cl)N1CCN(c2ccccc2)CC1	-2.7%	.
CC(=O)OC1CCC2C3CCC4=CC(=O)CCC4(C)C3CCC2(C)[C@]1(C)O (stereo partly drawn)	0.2%	.
COc1ccc(N(Cc2cc3cccc(C)c3[nH]c2=O)S(C)(=O)=O)cc1	0.2%	.
COc1ccccc1NS(=O)(=O)c1cccc(NC(=O)c2sc3ccccc3c2Cl)c1	-3.2%	.
COc1ccc(NC(C)=O)c2nc(C)c(C)nc12	4.0%	-4.6

The list continues:
SMILES	GlmU inhibition	RmlCD inh 1536
COc1ccc(S(=O)(=O)NCC(c2cccnc2)N2CCN(C)CC2)cc1C (stereo not drawn)	-3.9%	-2.5
CC(=O)Nc1ccc2c(c1)OCCOCCOc1cc(NC(C)=O)ccc1OCCO2	1.1%	6.7
COc1ccc(-c2cnnn2-c2ccc(N)cc2)cc1OC	1.2%	-11.8
N#CCCN(Cc1ccccc1)C(=S)Nc1ccccc1	4.1%	-9.4
O=C(CCSCCC(=O)Nc1ccccc1F)Nc1ccccc1F	-0.5%	9.3
COc1ccc(CNc2oc(-c3cccc4ccccc34)nc2P(=O)(OC)OC)cc1	3.4%	-9.9
NCCCCCc1nnc(SCc2cccc(Cl)c2)o1	-3.3%	-3.8
COc1ccccc1/C=C/C(=O)OCC(=O)NNC(=O)c1ccccc1	-1.7%	3.9
COc1ccc(/C=N\Nc2ccc([N+](=O)[O-])cc2)c(C(=O)O)c1OC	3.9%	-6.2
O=C(Nc1ccc2c(c1)OCCO2)C1CC1c1ccccc1 (stereo not drawn)	0.7%	-10.2
CC1(C)CC(=O)C(C(=O)/C=C/c2ccco2)C(=O)C1	-6.7%	-1.2
Cc1cccc(NC(=O)c2nc(-c3ccccc3)n(-c3ccccc3)n2)c1C	-3.2%	.
CCOC(=O)c1c(NC(=O)CSc2nc3ccccc3o2)sc(C)c1C	2.9%	.
CC(=O)Nc1ccc(S(=O)(=O)Nc2cccc(-c3nc4ccccc4o3)c2)cc1	1.8%	5.1
Cc1ccc(S(=O)(=O)N2CCN(C(=O)C3COc4ccccc4O3)CC2)cc1C (stereo not drawn)	0.4%	-10.9

Three structures already listed, ordered by count of non-hydrogen atoms, rising:
SMILES	GlmU inhibition	RmlCD inh 1536
CC1(C)CC(=O)C(C(=O)/C=C/c2ccco2)C(=O)C1	-6.7%	-1.2
O=C(CCSCCC(=O)Nc1ccccc1F)Nc1ccccc1F	-0.5%	9.3
COc1ccccc1/C=C/C(=O)OCC(=O)NNC(=O)c1ccccc1	-1.7%	3.9

Next entries follow.
SMILES	GlmU inhibition	RmlCD inh 1536
O=C(c1ccc(Br)o1)N1CCN(Cc2ccc3c(c2)OCO3)CC1	-0.1%	5.9
Cc1cc(C)c2nc(Cl)c(CN(Cc3ccco3)C(=O)Nc3ccccc3C)cc2c1	-1.9%	-7.1
CCOC(=O)c1oc2ccccc2c1NC(=O)C(C)(C)C	2.5%	.
CC(=O)Nc1cccc(OCCCOc2ccc([N+](=O)[O-])cc2)c1	2.4%	.
CCc1cc(C(=O)c2ccc(OC)cc2)c(NC(=O)CN2CCCC2)s1	5.8%	3.2
Cc1ccc(-c2csc3nc(CN(C)Cc4ccccc4)[nH]c(=O)c23)cc1	-2.3%	-1.9
CN(C(=O)c1ccc2c(c1)C(=O)N(CCC1=CCCCC1)C2=O)C1CCCCC1	-2.4%	4.1
OC(CNCc1ccccc1)c1ccccc1 (stereo not drawn)	-1.0%	-7.3
CC(=O)Oc1ccc2c(c1)cc(C)n2C	-1.3%	.
CCn1c(SCc2ccc(Cl)cc2)nc2nc3c(cc2c1=O)CCCC3	5.7%	-6.2
CN(Cc1cn(C)nc1-c1ccccc1F)CC1CCCCO1 (stereo not drawn)	0.9%	-7.6
COc1ccc(OC)c(NC(=O)C2CC(=O)n3ncnc3N2)c1 (stereo not drawn)	1.9%	-13.4
CSc1ccc(Cn2nnc(C(=O)Nc3ccc(C)c(C)c3)c2N)cc1	4.9%	.
CCNC(=S)N1CC(C)OC(C)C1 (stereo not drawn)	4.9%	33.9
CCCOc1ccc(N2C(=O)C3C(C(C)C)NC4(C(=O)c5ccccc5C4=O)C3C2=O)cc1 (stereo not drawn)	1.7%	-3.5
O=C(CCn1cnc2ccccc2c1=O)Nc1nc2c(s1)CCCC2	1.2%	-4.0
CCOC(=O)c1cc(NC(=O)Nc2ccccc2OC)c(C)nc1C	2.8%	1.5
CC1=CN2C(=N)/C(=C/c3ccc([N+](=O)[O-])o3)C(=O)N=C2S1	-4.0%	9.3
O=C(NCCc1ccccc1)C(=O)NN=C1CCCC1	.	9.6
CCOC(=O)N1CCN(CC(O)COc2cc(C)ccc2C(C)C)CC1 (stereo not drawn)	5.3%	-5.8
O=C(CSc1nc2ccccc2c(=O)n1-c1ccccc1)N1CCC1	-0.5%	9.4
Cn1c(=O)[nH]c(=O)c2c1nc(SCCN1CCOCC1)n2CCCc1ccccc1	2.0%	3.8
COc1ccc(C2CC(c3ccccc3)=NN2C(=O)CSc2nccc(=O)[nH]2)cc1 (stereo not drawn)	-4.1%	-8.7
CCOC(=O)CSc1nc2ccccc2c(=O)n1C	1.2%	-2.8
CCc1nnc(NC(=O)CN2C(=O)/C(=C/c3cc(OC)c(OC)c(OC)c3)SC2=S)s1	-2.5%	64.3
Cc1ccc(/C=N/NS(=O)(=O)c2ccc([N+](=O)[O-])cc2)o1	2.8%	2.6
C/C(=N\NC(=O)CNc1ccccc1Cl)C(C)(C)C	3.7%	11.3
O=C(Nc1ccc(OC(F)(F)F)cc1)C1CC(c2ccc(F)cc2)=NO1 (stereo not drawn)	-4.0%	1.3
Cc1cc(C)nc(Nc2n[nH]c(-c3ccccc3C)n2)n1	-2.5%	-15.6
O=C(N=C1N=C2C=CC(Br)=CN2Cc2ccccc21)c1ccc([N+](=O)[O-])cc1[N+](=O)[O-]	.	6.5
O=S(=O)(NC1CCCC1)c1ccc(S(=O)(=O)N2CCCN(Cc3ccccc3)C2)cc1	4.9%	.
COc1ccc(S(=O)(=O)NCCc2cn3cccc(C)c3n2)cc1OC	1.6%	1.7
CCc1c(C)nc(N2CCN(Cc3ccccc3)CC2)[nH]c1=O	0.6%	-0.5
O=C1CN(C(=O)CSc2nncn2-c2ccccc2)c2ccccc2N1	5.6%	.
CCOC(=O)CNC(=O)c1ccc(Br)s1	-2.1%	.
Cc1ccc(S(=O)(=O)N(C)CC(=O)OCC(=O)NC(c2ccccc2)c2ccccc2)cc1	-5.0%	.
COC(=O)c1sc2cc(=O)n(-c3cccc(C(F)(F)F)c3)nc2c1O	8.2%	-6.8
O=C(Nc1ccccc1C(=O)Nc1ccc2c(c1)OCO2)c1ccco1	-0.5%	.
COc1ccc(CN(C)C2CCCCC2)cc1	-0.9%	-4.5
Cn1cc(C(=O)N/N=C/c2cccc(O)c2)ccc1=O	0.2%	-17.0
Cn1c(SCC(=O)Nc2ccc(N3CCOCC3)cc2)nnc1-c1ccccc1	2.3%	4.0

In the list so far, 14 contain a Cl atom.
SMILES	GlmU inhibition	RmlCD inh 1536
O=C(NC(NC(=S)Nc1cccc(Cl)c1)C(Cl)(Cl)Cl)OCc1ccccc1 (stereo not drawn)	-2.1%	4.7
O=C1C2CC=C(Cl)CC2C(=O)N1CCc1ccccc1 (stereo not drawn)	3.1%	6.7
O=C(CN1CCN(Cc2cccc(Cl)c2)C1=O)NCc1ccccn1	-2.8%	.
CC(C)=CC(=O)OCC(=O)Nc1ccc(F)cc1Cl	8.9%	6.6
CCOC(=O)C1CCCN(Cc2nc(Cc3ccccc3Cl)no2)C1 (stereo not drawn)	0.7%	-7.9
Cc1ccc(N2C(=O)CC(N3CCc4ccccc43)C2=O)cc1Cl (stereo not drawn)	0.6%	2.0
CC(C)c1ccc(/C=N/NC(=O)c2c(Cl)cnn2C)cc1	3.5%	7.3
Cc1noc(C)c1C(=O)N1CCCC(C(=O)c2ccc(Cl)cc2)C1 (stereo not drawn)	6.1%	-0.2
O=C(c1sc2cc(F)ccc2c1Cl)N1CCN(c2ccccc2)CC1	-2.7%	.
COc1ccccc1NS(=O)(=O)c1cccc(NC(=O)c2sc3ccccc3c2Cl)c1	-3.2%	.
NCCCCCc1nnc(SCc2cccc(Cl)c2)o1	-3.3%	-3.8
Cc1cc(C)c2nc(Cl)c(CN(Cc3ccco3)C(=O)Nc3ccccc3C)cc2c1	-1.9%	-7.1
CCn1c(SCc2ccc(Cl)cc2)nc2nc3c(cc2c1=O)CCCC3	5.7%	-6.2
C/C(=N\NC(=O)CNc1ccccc1Cl)C(C)(C)C	3.7%	11.3

The list is partial, so the mix of outcomes need not match the whole.
